High-throughput results: PubChem, several laboratories
RT RNaseH block: blocks HIV-1 RNase H cleavage of RNA/DNA duplex; RT-RNase H RNA/DNA duplex cleavage, fluorescence; inhibition, % at 10 µM; 1.9% of 65,000 active; in the data active = inhibition above about 50%
RmlC RmlD mix: inhibitors of RmlC and RmlD coupled enzymes; RmlC/RmlD coupled enzyme inhibition, 384-well mixture HTS; 0.39% of 110,000 active; inhibition, % at 5.5 µM; in the data active = inhibition above about 30%, passing the limit was not always enough; note: strong numbers were not always called active
An asterisk follows results filed as active; · = no result given.

Molecule,RT RNaseH block,RmlC RmlD mix
COC(=O)CCC(=O)OC1(C)C(=O)C=C2C=C(C3CC3)N(CC3CC3)C=C2C1=O (stereo unspecified),·,5
Cn1c(=O)c(C(=O)Nc2ncccn2)c(O)c2ccccc21,-6,-9
CCN(CCN(C)C)C(=O)Cn1ncc2c1-c1cc(C)ccc1OC2,-2,-10
Cc1ccc(O)c(Sc2cc(C)ccc2O)c1,-78,-6
CCOC(=O)c1cc(S(=O)(=O)NC2CCN(C(=O)OCC)CC2)cn1C,-13,3
CC(C)CCNC(=O)C1CCCCN1S(=O)(=O)c1ccc(F)cc1 (stereo unspecified),·,-16
CC(C)(C)NC(=O)/C(=C/c1ccco1)c1ccccc1,·,-9
COc1ccccc1NC(=O)CSC(N)=O,·,-16
CC(=O)Nc1nc(C(=O)Nc2c(C)n[nH]c2C)cs1,-8,9
Cc1ccc(S(=O)(=O)NC(C)C(=O)Nc2ccccc2C(=O)N2CCCC2)cc1 (stereo unspecified),-4,-13
COc1ccc(Cn2c(C3CC3)nc3ccc(NC(C)=O)cc3c2=O)cc1,5,4
CCN(CC)S(=O)(=O)c1cccc(NC(=O)Nc2cccc(C(F)(F)F)c2)c1,·,-12
CCC(=O)Nc1ccccc1Nc1cc(C#N)c(C#N)cc1[N+](=O)[O-],·,-9
O=C(Nc1ccccc1N1CCN(c2ccc(F)cc2)CC1)C12CC3CC(CC(C3)C1)C2,·,39
O=C(c1cccc(C(F)(F)F)c1)N1CCOC12CCN(c1ncc(C(F)(F)F)cc1Cl)CC2,·,-10
CCOC(=O)c1c(N)sc(C(=O)N2CCCCC2)c1C,·,9

A draw from above in order of length of the SMILES, low to high.
Molecule,RT RNaseH block,RmlC RmlD mix
COc1ccccc1NC(=O)CSC(N)=O,·,-16
CCOC(=O)c1c(N)sc(C(=O)N2CCCCC2)c1C,·,9
CC(C)(C)NC(=O)/C(=C/c1ccco1)c1ccccc1,·,-9
COc1ccc(Cn2c(C3CC3)nc3ccc(NC(C)=O)cc3c2=O)cc1,5,4
CCC(=O)Nc1ccccc1Nc1cc(C#N)c(C#N)cc1[N+](=O)[O-],·,-9
O=C(Nc1ccccc1N1CCN(c2ccc(F)cc2)CC1)C12CC3CC(CC(C3)C1)C2,·,39
O=C(c1cccc(C(F)(F)F)c1)N1CCOC12CCN(c1ncc(C(F)(F)F)cc1Cl)CC2,·,-10

(next part)
Molecule,RT RNaseH block,RmlC RmlD mix
O=C1C2(CCC13COC(c1ccc(O)cc1)OC3)COC(c1ccc(O)cc1)OC2 (stereo unspecified),·,-5
Cc1onc(-c2c(Cl)cccc2Cl)c1C(=O)N/N=C(\N)COc1ccc(Cl)cc1,·,4
CC(=O)c1c(N2CCN(Cc3ccccc3)CC2)[nH]c(-c2ccccc2)nc1=S,-4,6
CC1Cc2nc(SCC(=O)c3ccccc3)n(Cc3ccccc3)c(=O)c2S1 (stereo unspecified),·,-10
CC(=O)Oc1ccccc1C(=O)Nc1ccccc1,·,0
CCOC(=O)CC(=O)CSc1nc2c(cc1C#N)CCCCCC2,-6,64*
COc1cc2c(cc1OC)CN(C(=S)Nc1ccccc1)CC2,·,6
Cc1nn(CC(=O)N2CCN(Cc3ccccc3)CC2)c(=O)c2ccccc12,-6,-16
CN(C)c1ccc(-c2noc(C3CCN(S(=O)(=O)c4cccc(Cl)c4)CC3)n2)cc1,2,6
Cc1csc(NC(=O)CSc2nnc(C)n2Cc2ccco2)n1,-3,-3
COc1ccc(C2C(C(=O)N3CCCCC3)CCC(=O)N2c2cc(OC)c(OC)c(OC)c2)cc1 (stereo unspecified),·,-4
Cc1cc(C(=O)CSc2nnc(NCc3ccccc3)s2)c(C)n1C,-40,8
O=C(CCn1nc(-c2ccc(Cl)cc2)c2ccccc2c1=O)NCC1CCCO1 (stereo unspecified),·,-8
O=C(CSc1ccc2nnc(-c3ccc(F)cc3)n2n1)N1CCCCC1,33,·
CC(C)(C)NCC(O)COCc1ccc(Cl)cc1 (stereo unspecified),·,0
O=C(Nc1ccc(F)cc1)NC1(C(=O)NCc2ccc3c(c2)OCO3)CCCCC1,·,-2

Entries of single compounds, quoted from the list. Order of values: RT RNaseH block	RmlC RmlD mix
Cc1cc(C(=O)CSc2nnc(NCc3ccccc3)s2)c(C)n1C is entered as -40	8
O=C(CCn1nc(-c2ccc(Cl)cc2)c2ccccc2c1=O)NCC1CCCO1 (stereo unspecified) is entered as ·	-8
CN(C)c1ccc(-c2noc(C3CCN(S(=O)(=O)c4cccc(Cl)c4)CC3)n2)cc1 is entered as 2	6

Other entries
Molecule,RT RNaseH block,RmlC RmlD mix
Cc1cc2n(n1)C(c1ccco1)Nc1ccccc1-2 (stereo unspecified),-19,-2
COc1ccc(-c2noc(COc3ccc4c(c3)OCO4)n2)cc1OC,-10,-6
Nc1c(C(=O)NC2CCCCC2)nsc1C(=O)OCC(=O)NC1CCCCC1,11,7
CCc1ccc(N/C(SC)=C(/C#N)C(N)=O)cc1,-18,-3
Cc1ccc2nc3c(cc(C(=O)NCc4cccnc4)c(=N)n3C(C)C)c(=O)n2c1,-22,·
CCC(C)(C(=O)NC1CCCCC1)N(Cc1ccco1)C(=O)c1ccc2c(c1)OCO2 (stereo unspecified),4,-7
O=C(NCCCN1CCOCC1)C1CCC(=O)N1C1CCCCC1 (stereo unspecified),·,8
Cc1cc(=O)[nH]c(SCC(=O)Nc2ccc(S(=O)(=O)N3CCCCC3)cc2)n1,-5,3
O=C(CN1CCN(c2ncc(C(F)(F)F)cc2Cl)CC1)Nc1ccc2c(c1)OCO2,-2,-10
CCOC(=O)COc1ccc(S(=O)(=O)Nc2ccc3c(c2)OCO3)cc1,-7,3
Cc1ccc(-n2nnnc2-c2cnoc2-c2cccc(F)c2)cc1,·,-3
CC(C)n1cnc2cc(NCc3nc4ccccc4n3C)ccc21,2,·
O=C(CCCN1C(=O)CCC1=O)Nc1ccc(Cl)c(C(F)(F)F)c1,-4,-13
CN1C(=O)C(O)(C2OC(C)(C)CCC2=O)c2ccccc21 (stereo unspecified),·,15
C#CCN(C)CC/C=C1\c2ccccc2CSc2ccccc21,·,-8
Cc1coc2c(C)c3oc(=O)c4c(c3cc12)CCC4,35,·
CC1CCN(S(=O)(=O)c2ccc3[nH]c(=O)cc(C(=O)O)c3c2)CC1,2,-13
CCCC(=O)NC(=S)Nc1ccccc1C(=O)OC,·,-13
CC1(C)CN(O)CCN1O,-4,·
Cc1nc2ccc(S(=O)(=O)NC(C(=O)N3CCCCCC3)C(C)C)cc2s1 (stereo unspecified),-8,-15
CCc1ccc(-c2cc(C(F)(F)F)n3nc(C(=O)Nc4c(C)nn(Cc5ccccc5C)c4C)cc3n2)s1,·,-27
CCCC(=O)NCCc1nc2ccccc2n1C,3,-11
Cc1cc(C)nc(SCC(=O)Nc2ccc(N3CCOCC3)cc2)n1,-12,4
CS/C(=C\[N+](=O)[O-])Nc1ccccc1,·,6

Further results.
The line under a structure holds: RT RNaseH block | RmlC RmlD mix
- C=C(C)CSc1nncn1/N=C/c1ccc(OC)cc1
  -5 | 6
- O=C1CN(C(=O)CN2CCCCC2)C(c2ccccc2)c2cc(Br)ccc2N1 (stereo unspecified)
  2 | -4
- COc1cc2ncnc(NCc3ccc(C)cc3)c2cc1OC
  · | 4
- C#CCOCCOCCOCCNc1nc(N2CCN(C(=O)[C@H](Cc3ccc(O)cc3)n3cc([C@@H](N)C(C)CC)nn3)CC2)nc(N2CCN(C(=O)[C@H](CCCCN)n3cc([C@@H](N)CO)nn3)CC2)n1 (stereo partly specified)
  · | 27
- CCOC(=O)c1ccc(NC(=O)CC2C(=O)N(c3cccc(OC)c3)C(=O)N2CCOC)cc1 (stereo unspecified)
  -9 | -6
- Cc1c(C(=O)/C=C/c2cccs2)oc2ccc(F)cc12
  · | 5
- Cc1ccc(-c2noc(CSc3nnc(Cc4ccccc4)n3-c3ccc(Cl)cc3)n2)cc1
  · | 6
- CCc1cc2c(cc3c(=O)n(CC(=O)NCCCN(CC)CC)nc(CC)n32)s1
  · | 110
- O=C(OC1CCN(c2ncc(C(F)(F)F)cc2Cl)CC1)c1ccccc1
  · | 7
- CCOC(=O)c1c(/N=C/N(C)C)sc(C(=O)OC)c1C
  -10 | 11
- COCc1cc(=O)n2[nH]c(SC)nc2n1
  -19 | 8
- C/C=C/C(=O)N1CC2(CC(c3cccc(NC(=O)CC(c4ccccc4)c4ccccc4)c3)=NO2)C[C@H]1C(N)=O (stereo partly specified)
  · | 2
- CCC1=C(OC(=O)N(CC)CC)N2C(=O)OC(=NCCOC)[C@]2(Cc2ccccc2)[C@H]2C1=CC[C@H]1C(=O)NC(=O)[C@H]12
  · | -16
- O=c1c2cnn(-c3ccccc3)c2ncn1Cc1cccc(Cl)c1
  -9 | -8
- CCOC(=O)O[C@]1(C(=O)OCCl)CC[C@H]2[C@@H]3CCC4=CC(=O)C=C[C@]4(C)[C@H]3[C@@H](O)C[C@@]21C
  · | -4
- CSc1nc(C)c(Oc2ccccc2)c(=O)n1C
  -12 | -4
- CCOCCCn1c(=S)[nH]c2cc(C(=O)NCCN(CC)CC)ccc2c1=O
  2 | -12
- COc1cc(C)c(Cl)cc1S(=O)(=O)NCc1ccncc1
  -7 | -10
- CC1CCN(c2ncnc3c2cnn3-c2ccccc2)CC1
  -7 | 6
- CCCc1nc(N2CCOCC2)c(C#N)c2c1CCCC2
  -32 | -5
- O=c1c2cc(Cl)ccc2oc2nc3n(c(=O)c12)CCCS3
  -5 | 23
- Cc1n[nH]c(=S)n1/N=C/c1ccc(-c2ccccc2[N+](=O)[O-])o1
  · | -11
- CC(C)Cc1cc(C(=O)Nc2cc(Cl)ccc2Cl)no1
  -1 | ·
- CCOC(=O)c1ccccc1NC(=O)N1CCn2c(C)ccc2C1CC (stereo unspecified)
  -30 | 1
- CCNc1oc(-c2ccc(OC)cc2)nc1S(=O)(=O)c1ccc(Br)cc1
  · | 2
- Fc1ccc(CNc2ccc(CNc3ncn[nH]3)cc2)cc1
  -7 | 8
- Cc1cc(C)n2nc(NCc3cccc(Br)c3)nc2n1
  -23 | -1
- N#C/C(=C\c1cn(-c2ccccc2)nc1-c1cccnc1)c1nnc2n1CCCCC2
  · | -9
- N#C/C(C(=O)NCc1ccco1)=C1/SC(Cc2ccc(Cl)cc2)C(=O)N1c1ccccc1 (stereo unspecified)
  8 | 11
- COC(=O)c1cn(NC(=O)CC2CCCCC2)c(=O)c2ccccc12
  5 | -8
- COc1ccccc1CC(=O)Nc1cc2oc3ccccc3c2cc1OC
  · | -7
- COc1ccc(OC)c(NC(=O)C2CCCN(S(=O)(=O)c3cccc4cccnc34)C2)c1 (stereo unspecified)
  -32 | 5
- Cc1noc(C(=O)Nc2sc3c(c2C#N)CCC3)c1Cl
  67* | 10
- COc1cc(-c2c(C#N)c(N)nc(SCc3ccncc3)c2C#N)cc(OC)c1OC
  35 | -21
- CC1CCCCN1CCNC(=O)CN1C(=O)COc2ccccc21 (stereo unspecified)
  -4 | -16
- O=C(Nc1ccc(Oc2ccc(Cl)cc2)cc1)c1ncn[nH]1
  -9 | -18
- CCO[C@H]1OC(C(=O)NC2CC2)=C[C@@H](c2coc3ccccc3c2=O)[C@@H]1CCCO
  · | -5
- CC1CC(=O)c2cnc(N)nc2C1 (stereo unspecified)
  · | -9
- O=C1CN(C(=O)c2ccc(Br)o2)C(c2ccc(F)cc2)c2cc(F)ccc2N1 (stereo unspecified)
  12 | -4
- O=C(Nc1ccc(N2CCOCC2)cc1)C1(S(=O)(=O)c2ccccc2)CC1
  -4 | -8
- CCCSCCCNC(=O)Cn1cc2c(n1)CCC(C)C2 (stereo unspecified)
  -3 | -13
- CCCn1c(=N)n(CC(=O)c2ccco2)c2ccccc21
  -10 | 9
- COC(=O)c1ccc(C2C(C(C)=O)=C(C)Nc3ncnn32)cc1 (stereo unspecified)
  -13 | -2
- COc1ccc(NC2=CC(=O)CC(c3ccc(C)cc3)C2)c(OC)c1 (stereo unspecified)
  · | 1
- Cc1ccc(/C(N)=N/OC(=O)C23CC4CC(CC(C4)C2)C3)cc1
  · | -10
- O=C(c1ccncc1)N1CCN(C(=O)c2cccs2)CC1
  -1 | -2
- C=C1CCN(C(C)C(=O)O)S(=O)(=O)c2ccccc21 (stereo unspecified)
  · | 4
- COc1ccc(OC)c(NC(=O)c2ccc(NS(=O)(=O)c3c(C)noc3C)cc2)c1
  -12 | -3
- Cc1ccc(S(=O)(=O)N2CCN(C(=O)c3nn(C(C)C)c(=O)c4ccccc34)CC2)cc1C
  · | 12
- Cc1ccc(-n2nnnc2SCC(=O)NC(=O)Nc2ccc3c(c2)OCCO3)cc1
  -45 | -10
- COCCn1c(SCC(=O)Nc2ccc(S(=O)(=O)N3CCOCC3)cc2)nc2ccccc21
  -49 | -13
- O=C(C1CCCO1)N1CCN(c2ncccn2)CC1 (stereo unspecified)
  6 | 4
- O=C(Nc1ccccc1-c1nc2ccccc2o1)c1ccc2c(c1)OCCO2
  0 | ·
- O=C(COc1ccc(Br)cc1CO)Nc1ccccc1
  · | 14
- Cc1nc2n(n1)CC(O)CS2 (stereo unspecified)
  2 | 2
- C[C@@H]1C=C(C(=O)NCc2ccccc2)O[C@H](OCc2ccc(CO)cc2)C1
  · | 6
- Nc1ccc2c(c1)N1CCN=C1S2
  -3 | -12
- OCCNCCOc1ccccc1-c1ccccc1
  · | 8
- O=C(CCCOc1ccc(Cl)cc1Cl)n1nnc2ccccc21
  · | 5
- COc1ccc(S(=O)(=O)Nc2ccc(C)cc2)cc1N(C)S(=O)(=O)c1ccc(Cl)cc1
  · | 6

Remaining list, next part.
The line under a structure holds: RT RNaseH block | RmlC RmlD mix
- Cc1ccccc1OCc1nc(-c2ccc(Br)o2)no1
  · | 10
- O=C(Cn1c(=O)oc2cc(S(=O)(=O)N3CCCC3)ccc21)N1CCN(c2ccccn2)CC1
  -4 | -6
- Cc1nn(-c2ccccn2)c2c1C(c1ccsc1)C1=C(CCCC1=O)N2 (stereo unspecified)
  -14 | ·
- CCCn1c(=O)c2[nH]c(C3CCCC3)nc2n(CCC)c1=O
  -8 | -6
- CCOC(=O)c1nc2ccccc2c(=O)n1-c1cccc(C)c1
  · | -10
- C[C@@H]1CC[C@@]2(O[C@@H](CCO)C[C@H](O)[C@H]2O)O1
  · | 7
- CC(OC(=O)c1nsc(Cl)c1Cl)C(=O)NC(C)(C)C (stereo unspecified)
  · | 11

A portion of the library; rates above refer to the full screens.
